Assay outcomes from PubChem.
Statin myotox sup – suppression of simvastatin myotoxicity. AID 602340. rescue of ATP level, % at 7.49 µM. actives 0.78% (n = 330,000). C2C12 myotubes + simvastatin, ATP luminescence, 48 h; scaled: DMSO 0, geranylgeraniol control 100;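 active means mean ATP rescue above about 67%, or every replicate alone reaching that limit, limit read from the data, passing the limit was not always enough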;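 further: myotubes were challenged with 10 µM simvastatin during compound exposure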
S100A4 MyoIIA – blocks human S100A4 binding to myosin IIA peptide. S100A4/TAMRA-MyoIIA peptide fluorescence polarization. P26447. actives 0.14% (n = 360,000). inhibition, % at 10.7 µM;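 active means mean inhibition of at least 70% across replicates, with every replicate also reaching that level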
Target sequence (P26447 whole entry, looked up): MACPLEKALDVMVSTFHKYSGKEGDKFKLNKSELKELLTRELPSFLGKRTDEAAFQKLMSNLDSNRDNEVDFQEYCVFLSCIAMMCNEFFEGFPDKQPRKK
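System – human S100A4 monomer protein, biochemical binding assay · Buffer or medium – Calcium-containing HEPES buffer, pH 7.2 · Timing – 5 min between mix addition and reading · Also added – TAMRA-labelled myosin IIA heavy-chain peptide probe, 5 nM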
Cneo AK release – Cryptococcus neoformans lysis via adenylate kinase release; C. neoformans lysis, adenylate kinase release luminescence, 4 h; normalised: neutral wells 0, clomiphene wells 100; lysis activity, % at 15 µM; actives 0.2% (n = 360,000);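 active means mean lysis activity across replicates of at least 80%, whatever share of replicates individually reach that level; inactive means mean lysis activity below 80%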
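read-out = cell lysis signal | test system = log-phase Cryptococcus neoformans yeast cells | input = cells at 5 × 10^6 per mL | medium = fresh YPD growth medium | signal = luminescent adenylate kinase detection reagent | timing = 4 h at 37 °C static, read 1 h later | dosing = single dose | controls = Clomiphene as positive lysis control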
LGR2 inh – Drosophila LGR2 receptor signaling inhibition. AID 720647. actives 0.35% (n = 380,000). HEK293 LGR2, CRE-luciferase, bursicon-stimulated, 4 h. inhibition, % at 9.99 µM;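 active means drop in luminescence signal, shown as inhibition above about 50% in the replicate tests, limit read from the data, passing the limit was not always enough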;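 further: agonist challenge used bursicon conditioned medium at about half maximal strength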
SIRT5 block – sirtuin-5 (human) deacylase inhibition | Q9NXA8 | Purified SirT5, succinyl-peptide AMC, trypsin-coupled fluorescence | inhibition, % at 15 µM | actives 1.1% (n = 330,000); in the data active means inhibition above about 15%
PGC1a acetyl inh – lowers PGC1a acetylation signal in U2OS cells; AlphaScreen anti-acetyl-lysine; with virally co-expressed GCN5 acetyltransferase; inhibition, % at 15.6 µM; actives 0.17% (n = 350,000);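 active means every replicate shows inhibition of at least 40%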;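 further: 0% = neutral control wells and 100% = positive control wells; some results beyond the cut were filed as inactive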
Xi reactivation – X-chromosome reactivation activator; XiGFP mouse fibroblasts, % GFP-positive cells imaging, 3 d; cells co-treated with 5-aza-dC sensitizer; scaled so ellipticine positive control = 100%; activation, % at 7.58 µM; actives 0.055% (n = 360,000);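 active means mean normalized replicate activation at least 10% and every replicate at or above 10%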;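 further: 0% = median of on-plate neutral control wells and 100% = ellipticine 6 µM median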
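Material: XiGFP fibroblasts, SV40-immortalized. Buffer or medium: DMEM plus 5-aza-dC sensitizer. Compound: single concentration per compound, delivered by pin transfer. Times: 3 days compound exposure. Controls: ellipticine 6 µM.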
ERAP1 inh – inhibitors of human ERAP1 aminopeptidase; Q9NZ08; recombinant ERAP1, Leu-AMC fluorescence, 60 min; inhibition, % at 10.7 µM; actives 0.15% (n = 340,000);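 active means mean replicate inhibition of at least 30%, or all replicates individually reaching that 30% level; inactive means mean below 30% and not every replicate reaching it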;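 further: 0% = neutral control wells and 100% = L-leucinethiol positive control wells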
Target sequence (Q9NZ08 whole entry, looked up): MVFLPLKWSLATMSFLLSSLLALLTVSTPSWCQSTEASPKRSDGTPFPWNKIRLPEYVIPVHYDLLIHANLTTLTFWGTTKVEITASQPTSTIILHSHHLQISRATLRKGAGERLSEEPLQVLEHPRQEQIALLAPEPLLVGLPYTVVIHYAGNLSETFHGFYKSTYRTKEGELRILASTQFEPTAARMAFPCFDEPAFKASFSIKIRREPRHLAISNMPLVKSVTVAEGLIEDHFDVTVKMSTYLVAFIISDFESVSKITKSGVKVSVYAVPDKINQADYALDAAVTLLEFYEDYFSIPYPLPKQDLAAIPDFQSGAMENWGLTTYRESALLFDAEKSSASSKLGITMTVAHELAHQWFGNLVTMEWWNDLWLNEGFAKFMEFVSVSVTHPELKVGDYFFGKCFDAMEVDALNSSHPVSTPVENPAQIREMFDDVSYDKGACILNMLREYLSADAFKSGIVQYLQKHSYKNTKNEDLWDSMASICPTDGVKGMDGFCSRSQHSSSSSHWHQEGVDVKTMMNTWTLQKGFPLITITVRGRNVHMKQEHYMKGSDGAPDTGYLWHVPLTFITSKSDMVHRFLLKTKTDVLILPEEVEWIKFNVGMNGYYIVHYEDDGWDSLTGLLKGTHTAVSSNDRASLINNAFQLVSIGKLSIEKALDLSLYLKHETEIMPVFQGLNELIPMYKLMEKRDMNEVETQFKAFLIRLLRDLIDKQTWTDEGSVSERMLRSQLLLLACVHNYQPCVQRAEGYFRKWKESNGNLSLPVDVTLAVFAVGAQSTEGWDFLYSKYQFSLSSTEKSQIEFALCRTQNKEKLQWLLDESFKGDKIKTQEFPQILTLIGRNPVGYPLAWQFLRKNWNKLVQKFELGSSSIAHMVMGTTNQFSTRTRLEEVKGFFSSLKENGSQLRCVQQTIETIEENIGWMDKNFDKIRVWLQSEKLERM
Starred values were filed as active, the others as inactive.

Preview (four entries):
`COc1ccc(N2CC(C(=O)OCC(=O)Nc3cccc(C)c3)CC2=O)cc1` (configuration not stated) gave Statin myotox sup 4, S100A4 MyoIIA -6, Cneo AK release 4, LGR2 inh -4, SIRT5 block -1, Xi reactivation 0.4 and ERAP1 inh 1.
O=C(OCc1nnc(-c2cccs2)o1)C1=NN(c2ccccc2)C(=O)CC1 was read as Statin myotox sup 14, S100A4 MyoIIA -4, Cneo AK release -2, LGR2 inh -1, SIRT5 block 1, PGC1a acetyl inh 5, Xi reactivation 0.0 and ERAP1 inh 1.
For COc1ccc(C(=O)N2CCc3cc(OC)c(OC)cc3C2c2ccc(OC)c(OC)c2)cc1OC (configuration not stated) the results were Statin myotox sup -7, S100A4 MyoIIA 2, Cneo AK release 4, LGR2 inh -19, SIRT5 block -3, PGC1a acetyl inh 2, Xi reactivation 0.2 and ERAP1 inh -5.
For Cc1cccc(C)c1OCC(=O)Nc1ccc(NC(=O)c2ccco2)cc1 the results were Statin myotox sup -14, S100A4 MyoIIA -11, Cneo AK release 19, LGR2 inh 11, SIRT5 block -6, PGC1a acetyl inh -10, Xi reactivation 0.0 and ERAP1 inh 2.

Results (from the top)
`COc1ccc(N2CC(C(=O)OCC(=O)Nc3cccc(C)c3)CC2=O)cc1` (configuration not stated) gave Statin myotox sup 4, S100A4 MyoIIA -6, Cneo AK release 4, LGR2 inh -4, SIRT5 block -1, Xi reactivation 0.4 and ERAP1 inh 1.
O=C(OCc1nnc(-c2cccs2)o1)C1=NN(c2ccccc2)C(=O)CC1 was read as Statin myotox sup 14, S100A4 MyoIIA -4, Cneo AK release -2, LGR2 inh -1, SIRT5 block 1, PGC1a acetyl inh 5, Xi reactivation 0.0 and ERAP1 inh 1.
For COc1ccc(C(=O)N2CCc3cc(OC)c(OC)cc3C2c2ccc(OC)c(OC)c2)cc1OC (configuration not stated) the results were Statin myotox sup -7, S100A4 MyoIIA 2, Cneo AK release 4, LGR2 inh -19, SIRT5 block -3, PGC1a acetyl inh 2, Xi reactivation 0.2 and ERAP1 inh -5.
For Cc1cccc(C)c1OCC(=O)Nc1ccc(NC(=O)c2ccco2)cc1 the results were Statin myotox sup -14, S100A4 MyoIIA -11, Cneo AK release 19, LGR2 inh 11, SIRT5 block -6, PGC1a acetyl inh -10, Xi reactivation 0.0 and ERAP1 inh 2.
For C[C@@H]1CN([C@H](C)CO)C(=O)Cc2cc(NS(C)(=O)=O)ccc2O[C@@H]1CN(C)CC1CCCCC1 the results were Statin myotox sup -1, S100A4 MyoIIA 9, Cneo AK release -3, LGR2 inh 8, SIRT5 block 9, Xi reactivation 0.5 and ERAP1 inh 2.
CC(=O)N1C[C@H]2CON(C)[C@H]2C[C@H]1c1ccc(-c2ccc(C#N)cc2)cc1 was read as Statin myotox sup -2, S100A4 MyoIIA 22, Cneo AK release 0, LGR2 inh -6, SIRT5 block -4, PGC1a acetyl inh -10, Xi reactivation 0.2 and ERAP1 inh 0.
For C[C@H](CO)N1C[C@H](C)[C@H](CN(C)Cc2ccc(C(=O)Nc3ccccc3N)cc2)Oc2ccc(NS(=O)(=O)c3cccs3)cc2C1=O the results were Statin myotox sup -126, S100A4 MyoIIA 22, Cneo AK release 44, LGR2 inh -20, SIRT5 block 3, PGC1a acetyl inh 7, Xi reactivation 0.5 and ERAP1 inh -2.
O=C(OCCC1Oc2cccnc2NC1=O)c1ccc([N+](=O)[O-])cc1 (configuration not stated) was read as S100A4 MyoIIA -2, LGR2 inh -2, SIRT5 block -3, Xi reactivation 0.0 and ERAP1 inh -3.
CN(C)CC(=O)Nc1ccc2c(c1)[C@H]1C[C@H](CC(=O)N3CCc4ccccc4C3)O[C@@H](CO)[C@H]1O2 was read as Statin myotox sup 0, S100A4 MyoIIA 4, Cneo AK release -7, LGR2 inh 0, SIRT5 block -1, PGC1a acetyl inh -2, Xi reactivation 0.1 and ERAP1 inh 2.
`CC1CCN(S(=O)(=O)c2cccc(C(=O)N(Cc3ccccc3)c3ccccn3)c2)CC1` gave S100A4 MyoIIA 1, LGR2 inh -20, SIRT5 block 0, PGC1a acetyl inh -17, Xi reactivation 0.0 and ERAP1 inh -1.
For CCN(C(=O)COC(=O)c1ccccc1Cc1ccccc1)c1c(N)n(Cc2ccccc2)c(=O)[nH]c1=O the results were Statin myotox sup 42, S100A4 MyoIIA -72, Cneo AK release 0, LGR2 inh 22, SIRT5 block -3, Xi reactivation -0.1 and ERAP1 inh 3.
Screening CC(C)(C)OC(=O)NCCCCCNC(=O)c1ncn(Cc2ccccc2)c1C(=O)NCCCCCNC(=O)OC(C)(C)C returned Statin myotox sup -26, S100A4 MyoIIA 0, Cneo AK release 2, LGR2 inh 18, SIRT5 block -1, PGC1a acetyl inh -40, Xi reactivation -0.3 and ERAP1 inh 1.
Screening Cc1ccccc1NC(=O)Cc1nc(COC(=O)c2nccnc2N)cs1 returned Statin myotox sup -1, S100A4 MyoIIA -7, Cneo AK release 0, LGR2 inh 16, PGC1a acetyl inh 5, Xi reactivation 0.3 and ERAP1 inh 13.
Screening CCOc1ccc(NC(=O)c2cccc(NC(=O)c3ccccc3)c2)cc1 returned Statin myotox sup 37, S100A4 MyoIIA 0, Cneo AK release 0, LGR2 inh -31, SIRT5 block -1, PGC1a acetyl inh -2, Xi reactivation 0.0 and ERAP1 inh -2.
Screening Cc1cc(Nc2cc(F)c(F)c(F)c2)cc(=O)n1-c1cc(F)c(F)c(F)c1 returned S100A4 MyoIIA -14, LGR2 inh -12, Xi reactivation 0.4 and ERAP1 inh 0.
COc1cccc(CCNC(=O)c2cc(COc3cccc(OC)c3)on2)c1 was read as S100A4 MyoIIA -5, LGR2 inh -18, SIRT5 block -5, Xi reactivation 0.1 and ERAP1 inh 2.
`O=C(NC1CCCC1)C(c1ccc(F)cc1)N(C(=O)c1csnn1)c1ccccc1` (configuration not stated) gave Statin myotox sup -13, S100A4 MyoIIA -9, Cneo AK release -1, LGR2 inh 6, SIRT5 block -3, Xi reactivation 0.4 and ERAP1 inh -3.
`COc1cccc(Nc2nc(CN)cs2)n1` gave Statin myotox sup -5, S100A4 MyoIIA 4, Cneo AK release -11, LGR2 inh -1, SIRT5 block -1, PGC1a acetyl inh 4, Xi reactivation 0.0 and ERAP1 inh -4.
O=C(O)C1CCN(S(=O)(=O)c2ccc3c(c2)OCCCO3)CC1 was read as Statin myotox sup 0, S100A4 MyoIIA -3, Cneo AK release 7, LGR2 inh 17, SIRT5 block -5, PGC1a acetyl inh -2, Xi reactivation 0.1 and ERAP1 inh -1.
Screening CC1(C(=O)NS(=O)(=O)c2ccc(Br)cc2)CCN1C(=O)C1CCCCC1 (configuration not stated) returned Statin myotox sup -3, S100A4 MyoIIA -1, Cneo AK release -1, LGR2 inh 14, SIRT5 block 0, PGC1a acetyl inh 12, Xi reactivation 0.0 and ERAP1 inh 19.
COC(=O)c1c(NC(=O)c2cccnc2Cl)sc(C(=O)N(C)C)c1C was read as Statin myotox sup 3, Cneo AK release 5, LGR2 inh -5, PGC1a acetyl inh 0 and Xi reactivation 0.0.
Screening C[C@@H]1C(=O)O[C@@H]2CC34[C@H]5C[C@@H](C(C)(C)C)C36[C@H](OC(=O)[C@@H]6O)OC4(C(=O)O5)[C@@]12O (some centres not stated) returned S100A4 MyoIIA -8, Cneo AK release 0, LGR2 inh 14, PGC1a acetyl inh -1, Xi reactivation 0.1 and ERAP1 inh 3.
For CCC(=O)Nc1nnc(-c2ccc(Cl)s2)o1 the results were S100A4 MyoIIA 2, LGR2 inh 9, SIRT5 block 3, Xi reactivation 0.4 and ERAP1 inh 1.
Screening Cc1nn(-c2ccccc2)c(N2CCCCC2)c1/C=N/NC(=O)c1ccncc1 returned S100A4 MyoIIA -2, LGR2 inh 5, SIRT5 block 4, Xi reactivation 0.3 and ERAP1 inh 1.
`COc1ccc(CCN(C)C(=O)CCNS(=O)(=O)c2ccccc2C(F)(F)F)cc1OC` gave Statin myotox sup -7, S100A4 MyoIIA -1, Cneo AK release 0, LGR2 inh -17, SIRT5 block -3, PGC1a acetyl inh 5, Xi reactivation 0.0 and ERAP1 inh 1.
CC(C)(Oc1ccc(Cl)cc1)C(=O)OCC(=O)NCCc1ccccc1 was read as Statin myotox sup 7, S100A4 MyoIIA -6, Cneo AK release 0, LGR2 inh 3, SIRT5 block -1, Xi reactivation 0.0 and ERAP1 inh -1.
Cc1ccc(Cl)cc1NC(=O)CN1CCN(S(=O)(=O)N2CCOCC2)CC1 was read as Statin myotox sup -1, S100A4 MyoIIA -4, Cneo AK release 0, LGR2 inh 9, SIRT5 block 14, Xi reactivation 0.1 and ERAP1 inh -2.
Screening C[C@H]1CN([C@@H](C)CO)C(=O)c2cccc(NS(=O)(=O)c3ccccc3)c2O[C@@H]1CN(C)S(=O)(=O)c1cccs1 returned Statin myotox sup -1, S100A4 MyoIIA 7, LGR2 inh -15, SIRT5 block -2, PGC1a acetyl inh 3, Xi reactivation -0.4 and ERAP1 inh -3.
CCN(C(=O)CSc1nc2cc(C(F)(F)F)ccc2n1Cc1ccccc1)C1CCS(=O)(=O)C1 (configuration not stated) was read as S100A4 MyoIIA 0, Cneo AK release 0, LGR2 inh 6, SIRT5 block 0, PGC1a acetyl inh -3, Xi reactivation 0.0 and ERAP1 inh -1.
`CC(=O)c1cc(F)c(N2CCN(c3ccc([N+](=O)[O-])cc3F)CC2)cc1C` gave Statin myotox sup 20, Cneo AK release 1, LGR2 inh -4 and PGC1a acetyl inh 12.
For C=CCn1c(SCC(=O)Nc2c(C)n(C)n(-c3ccccc3)c2=O)nnc1-c1ccncc1 the results were Statin myotox sup 0, S100A4 MyoIIA -8, Cneo AK release 2, LGR2 inh -2, PGC1a acetyl inh 2, Xi reactivation -0.1 and ERAP1 inh -2.
For CCOC(=O)c1cn2nc(Oc3ccc(C#N)cc3)ccc2n1 the results were Statin myotox sup -2, S100A4 MyoIIA -11, LGR2 inh 2, SIRT5 block -19, PGC1a acetyl inh 3, Xi reactivation -0.1 and ERAP1 inh 3.
For O=C1N(Cc2ccccc2)c2ccc(Cl)cc2C12OCCO2 the results were Statin myotox sup 26, S100A4 MyoIIA 2, Cneo AK release -2, LGR2 inh -8, SIRT5 block -1, Xi reactivation 0.2 and ERAP1 inh -3.
`CCc1cccc(CC)c1N1C(=O)C2=C(SCCCS2)C1=O` gave S100A4 MyoIIA 18, LGR2 inh 15, Xi reactivation 0.1 and ERAP1 inh -2.
Screening O=S(=O)(c1ccc(F)cc1)N1CCCCN2[C@H](C1)[C@H](c1ccc(C#CC3CC3)cc1)[C@@H]2CO returned Statin myotox sup 12, S100A4 MyoIIA -2, Cneo AK release 58, LGR2 inh 5, SIRT5 block -2, PGC1a acetyl inh 6, Xi reactivation 0.1 and ERAP1 inh 2.
For O=S(=O)(NCc1ccc(F)cc1)c1ccc(-n2cccn2)cc1 the results were Statin myotox sup -1, S100A4 MyoIIA -1, Cneo AK release 2, LGR2 inh -7, SIRT5 block -4, PGC1a acetyl inh 6, Xi reactivation 0.1 and ERAP1 inh -4.
`CCOC(=O)C1=C(COC(=O)c2c(OC)cccc2OC)NC(=O)NC1C` (configuration not stated) gave Statin myotox sup -5, S100A4 MyoIIA 8, Cneo AK release 0, LGR2 inh 15, SIRT5 block 0, Xi reactivation 0.3 and ERAP1 inh -4.
Screening CN(CC(=O)NC1CCCCCCC1)S(=O)(=O)c1cccc2cccnc12 returned Statin myotox sup 0, S100A4 MyoIIA -3, Cneo AK release 3, LGR2 inh 16, PGC1a acetyl inh 19, Xi reactivation -0.2 and ERAP1 inh -3.

These rows are one share of the data (hit frequency here may not be typical).
